# GLP1R cytotox = cytotoxic in the GLP-1 receptor inverse agonist counter-screen | HEK293 cAMP-luciferase reporter cells, luminescence, 24 h | Potency, µM (series often up to 38.3 µM), for the others: at the highest dose activity change, negative = inhibition, hits mostly inhibitors | 410,000 tested, 0.13% active | AID 624418;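 also: loss of luciferase light is scored as toxicity; potency is read from the fitted curve at half-maximal effect; % is scaled to controls: 0 for no effect and ±100 for the full control effect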
#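 A 23 nL compound transfer followed 12 hours of cell culture at 37 deg C; exposure then lasted 24 hr. Luciferase assay detection reagent was dispensed and plates read for luminescence after a 12 min room-temperature wait.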
# GLP1R ag = agonists of human GLP-1 receptor; AID 624172; HEK293 GLP-1R CRE-luciferase, luminescence, 4-6 h; cells express a hypersensitive GLP-1R form; Potency, µM (titrated, usually from 45.6 µM), for inactives: at the top dose activation, actives largely listed as activators; 380,000 tested, 0.007% active; P43220; also: potency is read from the fitted curve at half-maximal effect; % of control where 0% means no effect
# DRD3 antagonist = D3 dopamine receptor (human) antagonism; AID 652054; P35462; 360,000 tested, 2.5% active; max response, negative = inhibition, %; D3R cells, DiscoveRx beta-arrestin luminescence, antagonist mode; stronger effect = lower value; in the data active = max response below about -50%; inconclusive = no clear call, values can overlap the other calls; also: % is scaled to controls: 0 for no effect and ±100 for the full control effect; mostly tested at two doses, the higher about 12 µM
# Target sequence (P35462 whole entry, looked up): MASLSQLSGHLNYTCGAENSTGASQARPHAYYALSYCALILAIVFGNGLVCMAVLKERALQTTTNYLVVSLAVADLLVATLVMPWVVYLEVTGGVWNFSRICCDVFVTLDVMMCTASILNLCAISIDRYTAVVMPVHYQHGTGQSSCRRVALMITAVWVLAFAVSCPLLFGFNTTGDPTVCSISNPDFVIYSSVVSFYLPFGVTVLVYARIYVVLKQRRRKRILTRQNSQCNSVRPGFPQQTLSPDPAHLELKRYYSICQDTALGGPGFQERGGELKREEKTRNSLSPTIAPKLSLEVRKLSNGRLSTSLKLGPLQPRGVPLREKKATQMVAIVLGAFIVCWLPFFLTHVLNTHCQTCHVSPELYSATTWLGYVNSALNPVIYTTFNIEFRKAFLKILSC
#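 Cells expressing the human receptor were seeded at 1500 cells/well, incubated overnight at 37 degrees C in 5% CO2, then exposed to library compounds with dopamine controls for 90 minutes at 37 degrees C before luminescent detection.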
# D3 ag = activates the human D3 dopamine receptor. AID 652048. P35462. max activation, %. 410,000 tested, 0.58% active. D3R DiscoveRx beta-arrestin cells, luminescence, 90 min; in the data active = max activation above about 30%; also: 0% is about no effect; mostly tested at two doses, the higher about 12 µM
#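 Cells at 1500/well, incubated overnight, then treated with pinned compounds (dopamine as control) for 90 min at 37 degrees C. DiscoveRx reagent added for 30 - 60 minutes at room temperature; luminescence read.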
# GLP-1R inv ag = inverse agonists of human GLP-1 receptor; P43220; HEK293 GLP-1R CRE-luciferase, luminescence, 24 h; GLP-1R form is constitutively active; Potency, µM (highest dose often 38.3 µM), inactives show at the highest dose activity change, negative = inhibition, most hits filed as inhibitors; 410,000 tested, 1.6% active; also: potency is read from the fitted curve at half-maximal effect; % is scaled to controls: 0 for no effect and ±100 for the full control effect; nearly all actives have a fitted effect of over 55% in size
#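 Constitutively active GLP-1R drives a cAMP-responsive luciferase in stably transfected HEK293 cells; test compounds are added after overnight (12 h) attachment and left 24 hr, and signal loss in luminescence marks inhibition.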
# KB-V1 cytotox = KB-V1 MDR subline cytotoxicity; 400,000 tested, 3.4% active; AID 1347076; KB-V1 MDR cells viability, CellTiter-Glo, 72 h; Potency, µM (titrated, usually from 46.1 µM), without a hit: top-dose activity change, negative = cytotoxicity, hits mostly cytotoxic; also: potency is read from the fitted curve at half-maximal effect; % is scaled to controls: 0 for no effect and ±100 for the full control effect; nearly all actives have a fitted effect of over 60% in size
#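 Readout: CellTiter-Glo luminescence, 10 min after addition. Cells: KB-V1 MDR subline, 72 h at 37 degrees C with compound. Analysis: corrected, normalized data fitted to concentration-effect curves.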
# PTHR1 agonist = activates the human parathyroid hormone receptor PTHR1. HEK293 GP2 PTHR1 cells, GloSensor cAMP luminescence, 1 h. Potency, µM (highest dose often 115 µM), without a hit: at the top dose activation, actives largely listed as activators. 410,000 tested, 0.075% active; also: potency is read from the fitted curve at half-maximal effect; nearly all actives have a fitted effect of over 55% in size; some results filed as inactive show a strong effect at the top dose; inactives centre near -15; many of its hits are not listed in these tables
# Target sequence (Q03431 whole entry, looked up): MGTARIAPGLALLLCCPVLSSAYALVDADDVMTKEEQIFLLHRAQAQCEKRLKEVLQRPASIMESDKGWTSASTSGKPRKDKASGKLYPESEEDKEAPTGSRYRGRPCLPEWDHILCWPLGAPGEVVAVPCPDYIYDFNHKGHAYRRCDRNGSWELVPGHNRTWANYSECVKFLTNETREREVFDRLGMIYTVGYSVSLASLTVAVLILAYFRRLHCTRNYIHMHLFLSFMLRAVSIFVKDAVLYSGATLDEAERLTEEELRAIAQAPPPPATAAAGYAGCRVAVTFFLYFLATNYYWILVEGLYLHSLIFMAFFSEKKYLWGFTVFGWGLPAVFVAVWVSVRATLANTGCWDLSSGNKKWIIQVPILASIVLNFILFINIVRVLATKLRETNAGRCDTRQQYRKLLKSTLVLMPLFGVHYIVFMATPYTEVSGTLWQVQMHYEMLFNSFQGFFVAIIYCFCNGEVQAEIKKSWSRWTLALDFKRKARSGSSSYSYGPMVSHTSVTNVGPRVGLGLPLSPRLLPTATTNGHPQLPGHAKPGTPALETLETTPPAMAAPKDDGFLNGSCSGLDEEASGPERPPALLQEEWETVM
#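 HEK-293-derived GP2 cells expressing PTHR1 and a GloSensor cAMP reporter, 3,000/well, plated overnight, given luciferin plus IBMX (each 0.5 mM as added) for 1 h at 37 °C, then compound for 1 h at 37 °C. Luminescence was read after 15 min at room temperature.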
# aSyn yeast inh = inhibitors of alpha-synuclein toxicity in yeast | Potency, µM (titrated, usually from 46.1 µM), for the others: at the top dose growth rescue (activation), hits mostly activators | 370,000 tested, 0.14% active | AID 652106 | Yeast expressing alpha-synuclein, growth rescue, BacTiter-Glo, 24 h; also: potency is read from the fitted curve at half-maximal effect; % of control where 0% means no effect; nearly all actives have a fitted effect of over 65% in size
#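 Galactose-induced alpha-syn yeast (OD600=0.02, raffinose-pregrown) + pinned cpd, 24 hr, 30 deg C; growth by BacTiter-Glo luminescence. Growth restoration scores as activation.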
# TDP43 rescue = inhibitors of TDP-43 toxicity in yeast; TDP-43 expressing yeast growth rescue, BacTiter-Glo, 24 h; Potency, µM (highest dose often 46.1 µM), without a hit: at the top dose growth rescue (activation), most hits filed as activators; 410,000 tested, 1.8% active; AID 652104; also: potency is read from the fitted curve at half-maximal effect; % of control where 0% means no effect; nearly all actives have a fitted effect of over 50% in size
#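 Yeast cells expressing TDP-43 under galactose induction are exposed to compounds for 24 hr at 30 deg C. BacTiter-Glo luminescence measures growth, so protective compounds score as activators.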
# An asterisk follows results filed as active; i = inactive; ? = inconclusive; nt = no result given; & = joins results of further samples; [ ] = remark or other dose. Unless noted, calls follow the shape of the dose curve; as a rule, active = well fitted curve in the direction sought with a large enough effect; inconclusive = small, poorly fitted or top-dose-only effect, or another doubt; inactive = no such curve, though single readings can be large; an effect the other way counts as inactive or inconclusive.
SMILES,GLP1R cytotox,GLP1R ag,DRD3 antagonist,D3 ag,GLP-1R inv ag,KB-V1 cytotox,PTHR1 agonist,aSyn yeast inh,TDP43 rescue
CCCNS(=O)(=O)c1ccc(OC)c(Cl)c1Cl,-1%,18%,2,6,-3%,-10%,-3%[57.5 µM],8%,7%
O=C(CSCc1c(F)cccc1Cl)NCc1cccnc1,0%,5%,14,-11,1%,?,i,4%,-1%
COc1ccc(C(C(=O)NCc2ccccc2)N(C(=O)Cn2nnc3ccccc32)c2ccc(F)cc2)cc1 (stereo not drawn),12%,nt,nt,1,11%,nt,-8%,nt,16%
CCCCn1c(N)c(N(CCOC)C(=O)CN(C)S(=O)(=O)c2ccc(F)cc2)c(=O)[nH]c1=O,10%,-6%,-4,-7,0%,0%,i,-5%,-2%
Cn1c(=O)c2sccc2n2c(CCCC(=O)Nc3ccccc3)nnc12,-25%,5%,5,4,-1%,25%,i,-6%,17%
CN(C)S(=O)(=O)c1ccc(SCC(=O)Nc2ccc3c(c2)OCCO3)nc1,-6%,15%,-1,3,8%,0%,i,1%,0%
CC(=O)c1ccc(NC(=O)C(C)Sc2nnc3ccccn23)cc1 (stereo not drawn),11%,-2%,-10,-7,12%,nt,i,0%,6%
Cc1cccc2cc(C#N)c(NCCCNS(=O)(=O)c3ccc(Cl)cc3)nc12,33%[activator],14%,11,0,10µM*,9.2µM*,-43%[inhibitor],?,29%
COC(F)(C(=O)Nc1ccc2c(c1)C(=O)NC2=O)C(F)(F)F (stereo not drawn),7%,-10%,-25,-7,2%,20%,i,-3%,-6%
COc1cccc(NC(=O)CN(C)C(=O)c2ccc(-c3ccc(Cl)cc3)o2)c1,8%,1%,-12,-22,?,?,-17%,26%,?
COc1ccc(C(=O)N=c2sc3cc(Cl)ccc3n2C)cc1,4%,nt,nt,-1,-12%,?,i,nt,20%
COC(=O)[C@@H](Cc1ccccc1)NC(=O)/C=C/[C@H]1O[C@@H](n2cnc3c(NC(=O)c4ccccc4)ncnc32)[C@H](O)[C@@H]1O,5%,-3%,-16,-7,14%,18%,-9%,-5%,16%
NC(=O)c1c(/N=C/c2cccnc2)sc2c1CCCC2,-5%,0%,7,2,37%[activator],-7%,-25%,9%,22%
COc1ccc2c(c1)CCCC21NC(=O)NC1=O (stereo not drawn),-4%,-4%,46,3,-6%,12%,i,-8%,?
c1ccc2nc(N3CCN(Cc4ccc5c(c4)OCO5)CC3)cnc2c1,5%,12%,?,-12,?,?,-41%[inhibitor],2%,6%
COc1ccc(N(C(=O)c2cccc(C)c2)S(=O)(=O)c2ccc(Cl)cc2)cc1,-9%,nt,nt,-28,?,-6%,-15%,nt,0%
Cc1ccc(NC(=O)CN(C)Cc2cccs2)cc1Cl,3%,23%,?,-22,?,-2%,i,-2%,-14%
NS(=O)(=O)c1cccc(NC(=O)Cc2ccc(Cl)c(Cl)c2)c1,2%,-2%,-15,-12,?,11%,i,-3%,-3%
O=C(NC(=S)Nc1ccc(NC(=O)c2cccs2)cc1)c1ccco1,-11%,10%,-17,0,?,2%,-5%,-1%,7%
O=S(=O)(Cc1ccccc1)N=Nc1c(O)[nH]c2ccc(Br)cc12,-3%,0%,?,-14,-13%,13%,i,3%,10%
C[C@]12CCC3C(CC[C@H]4CCCC[C@]34C)C1CC[C@@]2(O)CNCCO (stereo partly drawn),18%,1%,-16,0,-27%,?,i,-10%,-10%
CCOCCc1nn2c(=O)cc(COC(=O)CNC(=O)c3ccc(C(C)(C)C)cc3)nc2s1,-10%,nt,nt,6,3%,22%,i,nt,7%
Cc1ccc(C(=O)CC2(O)C(=O)N(Cc3ccccc3)c3ccc(Br)cc32)cc1 (stereo not drawn),-7%,nt,nt,-4,-4%,nt,-21%,nt,11%
COc1ccc(C(=O)NCc2ccc(Cl)cc2)cc1S(=O)(=O)N1CCCC1,-2%,8%,-2,-4,-16%,-21%,-5%,-5%,8%
CC(=O)NS(=O)(=O)c1ccc(NC(=O)/C=C/c2cn(-c3ccccc3)nc2-c2ccccc2)cc1,-18%,0%,10,-6,3%,4%,-24%,-8%,12%
Cc1cc(=O)[nH]c(N=N/C(=N/Nc2ccccc2C)c2ccccc2)n1,?,2%,?,-3,?,-3%,-19%[57.5 µM],-1%,0%
CC(=O)Nc1ccc(C(=O)n2cnc3cc(C)c(C)cc32)cc1,-2%,-15%,0,9,14%,18%,-34%[inhibitor][57.5 µM],2%,18%
COc1ccc(Nc2n[nH]c(C)c2[N+](=O)[O-])cc1,-13%,1%,?,-7,10%,12%,i,0%,21%
COc1cccc(N(CC(=O)Nc2ccccc2C(=O)N2CCCC2)S(C)(=O)=O)c1,8%,2%,3,26,10%,-26%,i,1%,5%
O=C(C1CCCN(S(=O)(=O)c2ccccc2)C1)N1CCN(c2ncccn2)CC1 (stereo not drawn),74%[activator],12%,1,-2,8%,0%,-41%[57.5 µM],4%,8%
COCCNC(=O)Cn1cc(/C=C(\C#N)C(=O)NC2CC2)c2ccccc21,-13%,6%,0,-8,28%,2%,-6%,-7%,-15%
CN1CCc2c(sc3c2c(=O)n(-c2ccccc2)c2nnc(SCc4ccccc4)n32)C1,-13%,-1%,-9,0,-3%,5%,i,0%,-1%
COCCn1c(Cc2ccccc2)nnc1SCC(=O)NC1CCCCC1,8%,2%,-3,-2,?,-4%,29%,-3%,-11%
CCn1ncc(Br)c1C(=O)Nc1ccc(OC(F)(F)F)cc1,19%,11%,-16,-1,?,14%,-11%,0%,?
CCN(Cc1ccccc1)Cc1ccc(OCc2ccccc2)c(OC)c1,1%,8%,?,-1,?,-10%,-30%[inhibitor],-12%,-15%
Cc1ccc(NC(=O)c2nc(S(C)(=O)=O)ncc2N(Cc2ccco2)Cc2ccco2)cc1,2%,nt,nt,6,?,-12%,-21%,nt,25%
c1ccc(CCNc2ccc3ncc(-c4cccc5ccccc45)n3n2)nc1,2%,-6%,29,1,5%,13µM*,-28%,-2%,-6%
CCOC(=O)C1CCN(C(=O)Nc2cccc(Cl)c2)CC1,-2%,1%,2,-1,-1%,-20%,i,3%,9%
CCn1c(=S)[nH]c2sc3c(c2c1=O)CCCCC3,11%,-3%,-15,-9,24%,0%,-85%[inhibitor],-9%,8%
O=C1NC[C@@H](CCCCN2C[C@H](Cc3ccc(O)cc3)N(CCc3ccccc3)C(=O)C2=O)N(CC2CCCCC2)C1=O,-1%,1%,29,0,20%,2%,-7%,0%,13%
FC(F)(F)c1nnc(-c2ccccc2)nc1N1CCCC1,0%,4%,5,-7,7%,22%,-29%,1%,-7%[9.22 µM]
CCOC(=O)N1CCN(S(=O)(=O)CCNC(=O)c2ccc(F)cc2)CC1,9%,14%,-7,1,37%[activator],-17%,i,-2%,-22%
CCN(CC)S(=O)(=O)c1ccc2oc(Nc3ccc(OC)cc3)nc2c1,-17%,24%,-15,6,?,-6%,i,-13%,25%
COc1ccc(NC(=O)Nc2cccc3c2O[C@H](CN(C)C(=O)Nc2ccc(C(F)(F)F)cc2)[C@@H](C)CN([C@H](C)CO)C3=O)cc1,0%,-2%,3,1,2%,?,i,-4%,8%
c1ccc(-c2cn3c4c(sc3n2)CCCC4)cc1,-13%&11%,-7%&-13%,?,8&-14,?,?,-59%&-95%[inhibitor],-22%&-27%,-18%&15%
Cc1ccc(-n2ncc(C(=O)NC3CCCC3)c2C2CCN(C(=O)OC(C)(C)C)CC2)c(C)c1,-12%,nt,nt,8,?,1%,i,nt,13%
CC1CCN(CCc2nc3cc(NC(=O)C(C)C)ccc3n2C)CC1,3%,-1%,4,-2,11%,18%,-6%,0%,11%
CN(C)Cc1nc2ccccc2c(=O)n1CC(=O)Nc1cccc(S(=O)(=O)N2CCOCC2)c1,3%,3%,-5,4,-1%,4%,11%,1%,0%
CC1(C)CC(=O)C(=CN2CCOCC2)C(=O)C1,-12%,2%,-13,23,10%,-3%,i,-1%,13%
CCOC(=O)c1cc(NC(=O)c2cccs2)ccc1N1CCOCC1,8%,16%,-16,0,11%,-21%,i,-17%,17%
# Additional structures follow.
SMILES,GLP1R cytotox,GLP1R ag,DRD3 antagonist,D3 ag,GLP-1R inv ag,KB-V1 cytotox,PTHR1 agonist,aSyn yeast inh,TDP43 rescue
C#CCN1C(=O)C(O)(CC(=O)c2cccc(OC)c2)c2ccccc21 (stereo not drawn),-13%,-10%,-21,-8,0%,?,i,-1%,23%
Cn1c(C(=O)N2CCC(C(=O)NCCc3ccccc3)CC2)cc2sccc21,-7%,nt,nt,5,-17%,?,i,nt,0%
Fc1ccc(CN2CCN(c3ncccn3)CC2)cc1,9%,6%,-17,51*,-5%,-24%,i,6%,-1%
CCN(C(=O)COC(=O)CNC(=O)C1CCCCC1)c1ccccc1,-2%,6%,12,8,-14%,13%,i,4%,26%
CC1CCN(C(=O)CN2CCSc3ccccc32)CC1,-4%,nt,nt,-5,-23%,-11%,i,nt,?
COc1ccc(S(=O)(=O)N2CCCN(S(=O)(=O)c3ccc(OC)cc3C)CC2)c(C)c1,4%,2%,-7,2,?,?,i,-5%,-29%
CC1CCCN(c2ccc(C(=O)NCc3ccccc3)cn2)C1 (stereo not drawn),0%,25%,-27,-13,?,2%,i,-1%,-8%
COC(=O)C(CC(C)C)NC(=O)c1ccc([N+](=O)[O-])c(C)c1 (stereo not drawn),-14%,-1%,7,1,-13%,17%,i,7%,10%
Cc1cc(C)n(S(=O)(=O)c2cccc(Cl)c2Cl)n1,0%,10%,11,4,0%,-5%,-20%,7%,-5%
CCOc1ccccc1C(=O)NCC(=O)OCc1csc(CC(=O)Nc2ccc(C)cc2)n1,0%,13%,-2,1,-9%,nt,-23%,9%,0%

# The list is partial; rates above refer to the full screens.
